CRFR2-BP antag = blocks CRF-induced signaling of the CRF-BP/CRF-R2 complex; HEK293 CRF-R2/CRF-BP, CRF-induced calcium fluorescence; inhibition, % at 11.8 µM; hit rate 0.59% among 350,000; AID 588475;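 active = inhibition of the ligand-induced calcium signal above about 50% at the single tested concentration, limit read from the data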
IDE cell activ = IDE (human) activation, cell-based; hit rate 0.073% among 340,000; HEK cells, FAbeta-B cleavage, fluorescence polarization; 0% vehicle, 100% cell-free pure enzyme wells; activation, % at 5.96 µM; P14735; AID 493087;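 active = activation above the mean of all tested compounds plus 3 SD, set per screening campaign, cut at about 17% in these data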
CHRM4 PAM = CHRM4 positive allosteric modulation. P08173. CHO-K1 hM4/Gqi5, Fluo-8 calcium fluorescence, ACh EC20; 0% = ACh EC20, 100% = maximal ACh. activation, % at 3 µM. hit rate 0.4% among 360,000;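 active = activation above its plate's cutoff, the mean activation of sample wells plus 3 SD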; also: some results filed as inactive read as strong as hits
pCIP destab = p/CIP protein destabilization; Q05BA5; F442A p/CIP-EGFP cells, EGFP fluorescence, 16 h; decrease of EGFP signal, % at 10 µM; hit rate 0.01% among 290,000;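 active = EGFP signal decrease of at least 30% at 10 µM or well 3 SD below plate mean, unless failing retest; inactive = the rest, including hits failing retest or dose response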; also: some compounds called inactive have numbers as strong as hits; many of its hits are not listed in these tables
MEKK3 PB1 HTS = MEKK3-MEK5 PB1 interaction, increase or decrease | bead-based flow cytometry, Alexa488-MEK5 binding to MEKK3; actives lie on both sides; 0 = blocked by unlabeled MEK5, 100 = vehicle | binding response (% of control), % at 10 µM | hit rate 1.4% among 290,000;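 active = binding response more than 3 SD above or below the average of its plate-row segment, actives on both sides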;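 also: Alexa488 bead fluorescence after subtracting the streptavidin-only scavenger bead signal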
Target sequence (Q99759 whole entry, looked up): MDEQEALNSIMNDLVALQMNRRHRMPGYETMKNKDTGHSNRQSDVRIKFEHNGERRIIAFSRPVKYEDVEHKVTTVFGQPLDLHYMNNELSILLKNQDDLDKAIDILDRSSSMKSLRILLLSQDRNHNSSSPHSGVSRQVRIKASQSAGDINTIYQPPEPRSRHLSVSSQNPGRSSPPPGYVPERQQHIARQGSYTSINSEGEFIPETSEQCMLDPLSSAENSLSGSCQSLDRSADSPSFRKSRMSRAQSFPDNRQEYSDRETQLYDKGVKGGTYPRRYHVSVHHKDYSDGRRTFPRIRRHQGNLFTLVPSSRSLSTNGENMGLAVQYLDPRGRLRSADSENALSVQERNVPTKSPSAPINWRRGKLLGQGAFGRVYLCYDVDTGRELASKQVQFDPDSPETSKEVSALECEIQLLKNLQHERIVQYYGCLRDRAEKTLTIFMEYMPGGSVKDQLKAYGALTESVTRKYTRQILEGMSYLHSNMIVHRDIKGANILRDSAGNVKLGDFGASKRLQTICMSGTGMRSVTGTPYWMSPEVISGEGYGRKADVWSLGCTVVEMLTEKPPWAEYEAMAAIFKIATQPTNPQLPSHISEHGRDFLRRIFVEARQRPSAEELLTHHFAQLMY
CRFR2-BP ag = agonists of human CRF-binding protein/CRF-R2 receptor complex | activation, % at 13.2 µM | HEK293 CRF-R2/CRF-BP, calcium dye fluorescence (FLIPR); percent of saturating CRF peptide response | hit rate 0.46% among 350,000;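 active = activation of at least 50%, plus an integration ratio under a set limit after plate pattern correction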;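 also: plate controls were neutral control wells without compound for no effect and CRF at EC100 for full effect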
IDE cell inh = cellular human IDE inhibition. HEK cells, FAbetaB cleavage, fluorescence polarization. inhibition, % at 5.59 µM. hit rate 0.41% among 320,000;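 active = percent inhibition above the average of all tested compounds plus 3 SD, set per screening campaign, cut at about 16% in these data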;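 also: IDE supplied by intact live HEK cells; FP after avidin binding of uncleaved biotin substrate so inhibition keeps polarization high; 0% = DMSO wells and 100% = 60 µM reference IDE inhibitor Ii1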
PHOSPHO1 inh = blocks human PHOSPHO1 phosphatase activity | AID 1565 | Q8TCT1 | recombinant PHOSPHO1, absorbance phosphatase assay | inhibition, % at 13.3 µM | hit rate 1.1% among 290,000; in the data active = inhibition above about 60%
GalR3 antag = blocks the human galanin receptor 3 | O60755 | HEK293 GalR3-CNG cAMP membrane potential fluorescence; galR3 body fused to GalR1 C-terminus | inhibition, % at 3 µM | hit rate 0.44% among 360,000 | AID 651719;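 active = inhibition above the screen-wide average plus 3 SD, cut at about 13% in these data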;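 also: forskolin and galanin both at EC90 stimulate the cells; cAMP rise reported by CNG channel membrane potential dye signal; 0% = forskolin plus galanin with DMSO and 100% = forskolin alone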
Target sequence (O60755 1-299 limits assumed): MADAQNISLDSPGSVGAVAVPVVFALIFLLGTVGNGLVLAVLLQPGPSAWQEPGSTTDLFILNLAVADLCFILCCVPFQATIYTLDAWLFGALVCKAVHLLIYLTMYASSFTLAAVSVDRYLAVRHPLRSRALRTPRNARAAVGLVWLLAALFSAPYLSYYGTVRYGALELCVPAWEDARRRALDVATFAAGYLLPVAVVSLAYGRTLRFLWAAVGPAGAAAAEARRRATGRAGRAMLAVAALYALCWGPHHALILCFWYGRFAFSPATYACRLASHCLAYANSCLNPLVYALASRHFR
Active calls of the source: *.

What do the screens show for `Oc1c(C(Nc2ccccn2)c2ccccn2)ccc2cccnc12` (centres undefined)?
CRFR2-BP antag: 7.4; IDE cell activ: 1.4; CHRM4 PAM: -0.8; pCIP destab: -3.3; CRFR2-BP ag: -0.1; IDE cell inh: 3.8; PHOSPHO1 inh: 31.4; GalR3 antag: -5.0

How did Cc1cccc(NC(=O)c2ccc(C(=O)c3ccccc3)o2)c1 do in these assays?
CRFR2-BP antag: 12.4; IDE cell activ: 0.5; CHRM4 PAM: -5.1; pCIP destab: -8.4; MEKK3 PB1 HTS: 102.0; CRFR2-BP ag: -1.4; IDE cell inh: 1.3; PHOSPHO1 inh: 42.1; GalR3 antag: -1.3

Results for Cc1[nH]n(-c2ccccc2)c(=O)c1/C=N/NC(=O)c1ccccc1F ?
CRFR2-BP antag: 5.9; IDE cell activ: 6.4; CHRM4 PAM: -1.8; pCIP destab: -5.1; MEKK3 PB1 HTS: 101.0; CRFR2-BP ag: -0.9; IDE cell inh: 3.0; PHOSPHO1 inh: 14.1; GalR3 antag: -2.1

What do the screens show for `CN1CCN(C(=O)c2ccc(CS(=O)Cc3ccc(Cl)cc3)o2)CC1` (centres undefined)?
CRFR2-BP antag: 12.4; IDE cell activ: 3.1; CHRM4 PAM: -6.1; pCIP destab: -15.4; MEKK3 PB1 HTS: 100.0; CRFR2-BP ag: 2.8; IDE cell inh: -12.4; PHOSPHO1 inh: 26.1; GalR3 antag: 2.8

What do the screens show for `COc1ccccc1C(=O)NCC(=O)N1CCN(S(=O)(=O)c2ccccc2C(F)(F)F)CC1`?
CRFR2-BP antag: -4.2; IDE cell activ: -4.2; CHRM4 PAM: 6.9; CRFR2-BP ag: 0.1; IDE cell inh: 5.4; GalR3 antag: -5.8

What do the screens show for `CC(=O)c1c(C)c[nH]c1C`?
CRFR2-BP antag: -6.3; IDE cell activ: 2.1; CHRM4 PAM: 9.3; pCIP destab: 2.7; MEKK3 PB1 HTS: 103.0; CRFR2-BP ag: 0.1; IDE cell inh: -1.9; PHOSPHO1 inh: 20.2; GalR3 antag: 3.4

What do the screens show for `O=S1(=O)CCN(C2CCCCCCC2)CC1`?
CRFR2-BP antag: 4.9; CHRM4 PAM: -2.4; CRFR2-BP ag: -1.7; GalR3 antag: 5.1

How did COc1ccc(CCn2c(C)cc(C(=O)CSc3nnc(N)s3)c2C)cc1 do in these assays?
CRFR2-BP antag: -36.8; IDE cell activ: 3.2; CHRM4 PAM: -11.9; pCIP destab: -7.0; MEKK3 PB1 HTS: 116.0; CRFR2-BP ag: -0.5; IDE cell inh: 0.3; PHOSPHO1 inh: -0.6

How did Cc1ccccc1CCNC(=O)Cn1ccc2cc(S(=O)(=O)N3CCCC3)ccc21 do in these assays?
CRFR2-BP antag: -12.8; IDE cell activ: 1.1; CHRM4 PAM: -6.4; pCIP destab: -8.7; MEKK3 PB1 HTS: 101.0; CRFR2-BP ag: 2.7; IDE cell inh: 5.8; PHOSPHO1 inh: -1.9; GalR3 antag: -2.9

What do the screens show for `Clc1ccc(CNc2ccc(N3CCN(Cc4ccccc4)CC3)cc2)cc1`?
CRFR2-BP antag: -22.1; IDE cell activ: 1.8; CHRM4 PAM: -0.3; pCIP destab: -7.2; MEKK3 PB1 HTS: 110.0; CRFR2-BP ag: -0.6; IDE cell inh: -7.1; PHOSPHO1 inh: 14.1; GalR3 antag: -8.1

How did CC(=O)c1c(C)nc2ccc(Cl)cn12 do in these assays?
CRFR2-BP antag: 2.7; IDE cell activ: 8.8; CHRM4 PAM: 7.1; pCIP destab: 1.4; MEKK3 PB1 HTS: 103.0; CRFR2-BP ag: 4.4; IDE cell inh: -2.4; PHOSPHO1 inh: 4.2; GalR3 antag: -1.0

Results for CCOC(=O)c1c(NC(=O)c2cccc([N+](=O)[O-])c2C(=O)O)sc2c1CCCC2 ?
CRFR2-BP antag: -16.3; IDE cell activ: 3.7; CHRM4 PAM: 8.9; pCIP destab: 1.1; MEKK3 PB1 HTS: 102.0; CRFR2-BP ag: 1.4; IDE cell inh: 1.5; PHOSPHO1 inh: 9.7; GalR3 antag: -10.7

How did COc1ccc(S(=O)(=O)Nc2ccc3c(c2)CC(=O)N([C@H](C)CO)C[C@H](C)[C@H](CN(C)C(=O)Nc2ccc4c(c2)OCO4)O3)cc1 do in these assays?
CRFR2-BP antag: 7.1; IDE cell activ: 3.6; CHRM4 PAM: -3.0; CRFR2-BP ag: -0.5; IDE cell inh: 6.0; GalR3 antag: -0.6

How did CCn1ccnc1CNC(=O)CC1C(=O)NCCN1CCCc1ccccc1 (centres undefined) do in these assays?
CRFR2-BP antag: -17.0; IDE cell activ: -3.0; CHRM4 PAM: -5.8; pCIP destab: 1.5; MEKK3 PB1 HTS: 102.0; CRFR2-BP ag: 0.9; IDE cell inh: -0.6; PHOSPHO1 inh: 19.2; GalR3 antag: 1.7

Results for COc1ccc(CC(=O)Oc2ccc(C)cc2Br)cc1OC ?
CRFR2-BP antag: 19.9; IDE cell activ: 3.8; CHRM4 PAM: -1.9; pCIP destab: 5.3; MEKK3 PB1 HTS: 102.0; CRFR2-BP ag: 2.0; IDE cell inh: 1.3; PHOSPHO1 inh: 19.2; GalR3 antag: -3.6

What do the screens show for `COc1ccc(/C(C)=N/Nc2nc3ccccc3nc2C)cc1OC`?
CRFR2-BP antag: -8.5; IDE cell activ: 2.9; CHRM4 PAM: -5.0; pCIP destab: -4.4; MEKK3 PB1 HTS: 103.0; CRFR2-BP ag: -2.2; IDE cell inh: -1.1; PHOSPHO1 inh: 24.0; GalR3 antag: -0.6

What do the screens show for `CCOC(=O)c1ccc(NC(=O)c2cccc(C)c2[N+](=O)[O-])cc1`?
CRFR2-BP antag: -0.7; IDE cell activ: -1.6; CHRM4 PAM: -10.5; pCIP destab: -9.2; MEKK3 PB1 HTS: 94.0; CRFR2-BP ag: -0.3; IDE cell inh: 0.8; PHOSPHO1 inh: -1.8; GalR3 antag: -0.1

What do the screens show for `CC(C)(C)C(=O)C1=C(O)C(=O)N(Cc2ccccc2)C1c1ccccc1Cl` (centres undefined)?
CRFR2-BP antag: -4.7; IDE cell activ: 8.1; CHRM4 PAM: -0.9; pCIP destab: -4.2; MEKK3 PB1 HTS: 103.0; CRFR2-BP ag: 0.8; IDE cell inh: -0.8; PHOSPHO1 inh: 44.4; GalR3 antag: -2.7

What do the screens show for `CC1Cc2ccccc2N1S(=O)(=O)c1cccc(C(=O)OCC(=O)N2CCOCC2)c1` (centres undefined)?
CRFR2-BP antag: 8.3; IDE cell activ: -0.6; CHRM4 PAM: 6.2; CRFR2-BP ag: -1.6; IDE cell inh: -4.5; GalR3 antag: -2.1

What do the screens show for `COc1ccc2c(ccc[n+]2CC(=O)c2ccc(C)cc2)c1`?
CRFR2-BP antag: -1.8; IDE cell activ: 0.0; CHRM4 PAM: -1.8; pCIP destab: -6.3; MEKK3 PB1 HTS: 85.0; CRFR2-BP ag: 3.8; IDE cell inh: 1.6; PHOSPHO1 inh: -8.2; GalR3 antag: -7.2

Results for CCC(C)C(NC(=O)c1ccc(Cl)cc1)C(=O)Nc1cccnc1 (centres undefined) ?
CRFR2-BP antag: 0.2; IDE cell activ: 1.0; CHRM4 PAM: -12.7; pCIP destab: 4.4; MEKK3 PB1 HTS: 121.0; CRFR2-BP ag: -5.7; IDE cell inh: 3.5; PHOSPHO1 inh: 32.1; GalR3 antag: -5.1

What do the screens show for `O=C(NC(Cc1ccc(F)cc1)C(=O)O)c1ccccc1` (centres undefined)?
CRFR2-BP antag: 14.7; IDE cell activ: 4.4; CHRM4 PAM: 3.1; pCIP destab: -11.9; MEKK3 PB1 HTS: 99.0; CRFR2-BP ag: -0.7; IDE cell inh: 0.3; PHOSPHO1 inh: 24.8; GalR3 antag: -0.4

How did CC1CCN(c2ccc(NC(=O)c3ccc([N+](=O)[O-])o3)cc2)CC1 do in these assays?
CRFR2-BP antag: 10.9; IDE cell activ: 2.4; CHRM4 PAM: 11.4; CRFR2-BP ag: -0.2; IDE cell inh: -2.0; GalR3 antag: 6.1

Results for C=CCn1c(=O)n(CCC#N)c(=O)n(CCC#N)c1=O ?
CRFR2-BP antag: -3.5; IDE cell activ: 8.3; CHRM4 PAM: -3.9; pCIP destab: 2.3; MEKK3 PB1 HTS: 101.0; CRFR2-BP ag: 0.3; IDE cell inh: -1.2; PHOSPHO1 inh: -5.4; GalR3 antag: -4.5

What do the screens show for `CCOc1cc(S(=O)(=O)NCc2ccccn2)c(C)cc1C`?
pCIP destab: 9.2; IDE cell inh: -5.0; PHOSPHO1 inh: 6.3; GalR3 antag: -4.4

What do the screens show for `NC(=O)C1CCN(C2=C(NS(=O)(=O)c3ccccc3)C(=O)c3ccccc3C2=O)CC1`?
CRFR2-BP antag: 5.5; IDE cell activ: 3.1; CHRM4 PAM: 1.5; pCIP destab: -9.9; MEKK3 PB1 HTS: 95.0; CRFR2-BP ag: 3.2; IDE cell inh: 0.0; PHOSPHO1 inh: 27.3; GalR3 antag: -3.5

Results for CCOCCCNC(=O)COc1ccc(OC)cc1 ?
CRFR2-BP antag: -7.4; IDE cell activ: 2.3; CHRM4 PAM: 2.4; pCIP destab: -6.5; CRFR2-BP ag: -1.9; IDE cell inh: -4.1; PHOSPHO1 inh: -33.7; GalR3 antag: -1.4

What do the screens show for `Cc1ccccc1NC(=O)c1sc(Cl)nc1-c1ccccc1`?
CRFR2-BP antag: 4.3; IDE cell activ: -0.1; CHRM4 PAM: 1.6; pCIP destab: -1.6; MEKK3 PB1 HTS: 100.0; CRFR2-BP ag: -2.0; IDE cell inh: 2.8; PHOSPHO1 inh: -88.7; GalR3 antag: -1.8

What do the screens show for `O=C1CCN(Cc2ccc(O)cc2)CCN1[C@H](CO)c1ccccc1`?
CRFR2-BP antag: -0.3; IDE cell activ: 4.7; CHRM4 PAM: 6.7; pCIP destab: -5.2; MEKK3 PB1 HTS: 103.0; CRFR2-BP ag: 0.3; IDE cell inh: -1.9; PHOSPHO1 inh: 9.6; GalR3 antag: 1.6

What do the screens show for `COc1ccc(OC)c(NC(=O)c2ccccc2NC(=O)c2ccco2)c1`?
CRFR2-BP antag: 10.7; IDE cell activ: 5.6; CHRM4 PAM: -8.3; pCIP destab: 5.6; MEKK3 PB1 HTS: 101.0; CRFR2-BP ag: -3.5; IDE cell inh: -0.4; PHOSPHO1 inh: 57.8; GalR3 antag: -0.2

Results for COc1ccc(-c2c/c(=N\c3nc(-c4ccccc4)c(C)s3)c3ccccc3o2)cc1O ?
CRFR2-BP antag: 5.3; IDE cell activ: -1.7; CHRM4 PAM: 0.4; pCIP destab: -6.1; MEKK3 PB1 HTS: 100.0; CRFR2-BP ag: 2.5; IDE cell inh: 3.3; PHOSPHO1 inh: 11.5; GalR3 antag: 0.2

How did O=C(OCC(=O)N1CCN(C(=O)c2ccco2)CC1)c1cc(-c2ccco2)nc2ccccc12 do in these assays?
CRFR2-BP antag: 10.7; IDE cell activ: -0.4; CHRM4 PAM: 3.5; pCIP destab: -1.6; MEKK3 PB1 HTS: 100.0; CRFR2-BP ag: 0.4; IDE cell inh: 3.7; PHOSPHO1 inh: 68.9*

What do the screens show for `CC1CC(NNC(=O)c2ccccc2)=Nc2ccccc2N1C` (centres undefined)?
CRFR2-BP antag: 15.5; IDE cell activ: 4.4; CHRM4 PAM: 1.5; pCIP destab: -9.0; MEKK3 PB1 HTS: 96.0; CRFR2-BP ag: 0.3; IDE cell inh: 5.2; PHOSPHO1 inh: -5.8; GalR3 antag: 0.2

Source: PubChem BioAssay
